V-ATPase pHluor = regulators of yeast V-ATPase proton pumping, primary screen, pHLuorin cytosolic pH fluorescence | 350,000 tested, 0.37% active | response, % at 10 µM | S. cerevisiae | AID 504577, 2011; in the data active = response mostly above about 7.3%, no sharp cut-off; inactive = mostly below about 5.4%; note: actives read high; inactives centre near 0; some compounds called inactive have numbers as strong as hits; reference of the scale not given here
PKA-R1A activ = activators of PKA-R1A holoenzyme, primary screen, biochemical, fluorescence polarization, Cy5-IP20, bovine R1A, mouse PKAc; 340,000 tested, 0.083% active; AID 504707, 2011; activation, % at 11.4 µM; PKA-R1A dissociation; scaled: DMSO 0%, 113 µM cGMP 100%;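 active = percent activation above the mean of all tested compounds plus 3 SD, cut at about 19% in these data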;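 note: higher means more PKAc released from R1A so a rise in polarization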
DAGLB inhibitor = DAGLB lipase inhibitors, primary screen, biochemical, fluorescence, HTS | Diacylglycerol lipase-beta (Homo sapiens), Q8NCG7 | HEK293T DAGLB membrane lysate, EnzChek fluorogenic substrate | inhibition, % at 5.17 µM | 340,000 tested, 0.059% active | AID 504411, 2011; in the data active = inhibition above about 34%;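 note: 0% = enzyme with vehicle and 100% = wells lacking enzyme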
PKA-R2B activ = activators of PKA-R2B holoenzyme, primary screen, biochemical, fluorescence polarization, Cy5-IP20, human; cAMP-dependent protein kinase catalytic subunit beta (Homo sapiens) + cAMP-dependent …; PKA-R2B holoenzyme dissociation; R2B truncated from residue 108, S112A mutant; 0% DMSO only, 100% 113 µM cGMP; activation, % at 11.4 µM; 340,000 tested, 0.079% active; AID 504700, 2011;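 active = activation above a cutoff set at the mean over all compounds plus 3 SD, cut at about 18% in these data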;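 note: higher means more holoenzyme dissociation and a rise in polarization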
OPRM1-OPRD1 ag = agonists of OPRM1-OPRD1 heterodimerization, primary screen, cell-based, luminescence | activation, % at 9.3 µM | cells | Mu-type opioid receptor (Homo sapiens) + Delta-type opioid receptor (Homo sapiens), … | 340,000 tested, 0.3% active; in the data active = activation above about 18%;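 note: 0% = vehicle-treated cells and 100% = reference agonist; values of inactives mirror those of a sister screen read the other way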
Target sequence (P35372 whole entry, looked up): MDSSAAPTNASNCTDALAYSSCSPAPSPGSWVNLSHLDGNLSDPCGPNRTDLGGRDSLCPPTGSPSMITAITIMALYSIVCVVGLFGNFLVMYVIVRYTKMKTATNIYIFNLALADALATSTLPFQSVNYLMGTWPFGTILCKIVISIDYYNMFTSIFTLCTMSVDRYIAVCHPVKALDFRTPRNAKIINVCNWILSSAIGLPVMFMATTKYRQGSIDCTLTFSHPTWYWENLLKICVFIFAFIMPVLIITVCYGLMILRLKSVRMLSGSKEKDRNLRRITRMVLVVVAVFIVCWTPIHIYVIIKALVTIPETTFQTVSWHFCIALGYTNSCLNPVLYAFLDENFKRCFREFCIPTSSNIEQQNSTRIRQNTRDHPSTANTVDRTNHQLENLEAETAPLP
Target sequence (P41143 whole entry, looked up): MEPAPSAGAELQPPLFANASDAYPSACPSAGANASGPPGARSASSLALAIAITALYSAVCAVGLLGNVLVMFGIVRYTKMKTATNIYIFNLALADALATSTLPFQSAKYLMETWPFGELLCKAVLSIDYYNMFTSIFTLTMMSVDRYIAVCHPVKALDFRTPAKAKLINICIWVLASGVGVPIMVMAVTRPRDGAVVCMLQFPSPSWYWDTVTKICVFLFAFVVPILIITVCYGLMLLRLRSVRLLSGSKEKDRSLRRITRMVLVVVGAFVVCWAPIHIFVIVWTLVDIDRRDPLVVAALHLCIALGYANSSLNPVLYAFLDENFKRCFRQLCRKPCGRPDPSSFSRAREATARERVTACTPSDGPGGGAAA
DSG3 Ab inh = inhibitors of pemphigus antibody binding to DSG3, primary screen, biochemical, bead-based, flow cytometry, scFv-GFP | Desmoglein-3 (Homo sapiens), P32926 | DSG3-coupled beads, scFv-anti-DSG3-GFP binding; hits give low values | binding (percent of control), % at 10 µM | 310,000 tested, 0.48% active | AID 588358, 2011;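 active = binding more than 3 SD below its plate's average and above zero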;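 note: hits lower antibody fragment binding to DSG3; some compounds called inactive have numbers as strong as hits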
HTR5A inv ag = HTR5A inverse agonists in luminescence cell assay, primary screen, counter-screen for OPRM1-OPRD1 heterodimer inverse agonist project, full-deck HTS; HTR5A cell line, inverse agonism; 5-hydroxytryptamine receptor 5A (Homo sapiens), P47898; 340,000 tested, 0.083% active; inhibition, % at 9.3 µM; in the data active = inhibition mostly above about 23%, no sharp cut-off; inactive = mostly below about 18%;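 note: 0% = cells with DMSO and 100% = no-cell wells with DMSO; some compounds called inactive have numbers as strong as hits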
HTR5A ag = HTR5A agonists in luminescence cell assay, primary screen, counter-screen for OPRM1-OPRD1 heterodimer agonist project, full-deck HTS. AID 504692, 2011. 340,000 tested, 0.61% active. activation, % at 9.3 µM. cell-based; in the data active = activation mostly above about 9.5%, no sharp cut-off; inactive = mostly below about 7.6%;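 note: 0% = cells with vehicle only and 100% = reference agonist; strong numbers were not always called active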
Arrestin-AP2 inh = inhibitors of beta-arrestin/AP2 binding, primary screen, biochemical, GPCR trafficking, flow cytometry; 340,000 tested, 0.31% active; inhibition, % at 10 µM; FITC-arrestin peptide / GST-AP2 beads; AP2 beta2 appendage carries R879A mutation;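 active = inhibition above a set limit, near 3 SD of compounds lacking own fluorescence, cut at about 54% in these data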;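 note: plate controls were DMSO wells for no effect and 5 µM unlabelled arrestin peptide for full effect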
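test system = AP2 appendage R879A on GSH beads | buffer or medium = PBS plus Tween 20 (0.05%) and BSA (0.1%) | incubation = 12 min plus 1 h, RT | detection = bead flow cytometry, FITC channel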
MOR-DOR inv ag = inverse agonists of MOR-DOR heterodimerization, primary screen, cell-based, luminescence | cell-based MOR-DOR heterodimer luminescence, inverse agonism | 340,000 tested, 0.21% active | AID 504357, 2011 | inhibition, % at 9.3 µM | Mu-type opioid receptor (Homo sapiens) + Delta-type opioid receptor (Homo sapiens), …; in the data active = inhibition above about 22%, passing the limit was not always enough;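 note: 0% = cells with DMSO and 100% = wells without cells with DMSO; values of inactives mirror those of a sister screen read the other way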
The depositor's hits bear a star; . = no result given.

[1] COc1cc(CC(=O)OCC(=O)N2CC(=O)Nc3ccccc32)cc(OC)c1OC
[2] Cn1c(=O)c2c(nc(CN3CCN(C(=O)c4ccco4)CC3)n2Cc2cccc(Cl)c2)n(C)c1=O
[3] O=C(NCCc1c[nH]c2ccccc12)N[C@@H](Cc1ccccc1)C(=O)O
[4] CC1(c2ccc([N+](=O)[O-])cc2)Nc2ccccc2S1 (stereo unspecified)
[5] O=C(CN1CCN(S(=O)(=O)N2CCCCC2)CC1)Nc1ccc(Cl)c(Cl)c1
[6] COc1ccc(CC(=O)N/N=C/c2ccc(-c3ccc(F)cc3)o2)cc1OC

compound no.	1	2	3	4	5	6
V-ATPase pHluor	-2	2	-2	4	0	5
PKA-R1A activ	-5	-3	-4	3	-8	-1
DAGLB inhibitor	-2	4	2	-2	-4	1
PKA-R2B activ	-16	-2	-8	-1	2	-8
OPRM1-OPRD1 ag	-2.1	-2.1	-1.4	3.7	-1.1	-0.5
DSG3 Ab inh	108	105	103	97	109	102
HTR5A inv ag	10	1	-8	-3	-9	-45
HTR5A ag	-4	2	2	1	4	3
Arrestin-AP2 inh	-11	2	-6	-5	16	-6
MOR-DOR inv ag	10	9	7	-17	6	3

[7] O=C(Nc1ccc(CN2CCOCC2)cc1)c1ccc(Cl)cc1
[8] Nc1nc2ccc(Cc3ccncc3)cc2s1
[9] CCCCCCN=CC1=C(O)CC(C)(C)CC1=O
[10] COC(=O)c1cc(NS(=O)(=O)c2cccc(Cl)c2)ccc1N1CCOCC1
[11] CSc1nnc2ccc(-c3ccc(C)cc3)nn12
[12] c1csc(-c2nn3c(Cn4cnc5ccccc54)nnc3s2)c1

compound no.	7	8	9	10	11	12
V-ATPase pHluor	2	-4	5	-1	-2	0
PKA-R1A activ	6	-11	0	-6	-7	5
DAGLB inhibitor	2	-1	-1	-2	-1	0
PKA-R2B activ	7	6	5	3	-9	-2
OPRM1-OPRD1 ag	1.1	-1.0	-1.3	-0.8	-0.3	-2.9
DSG3 Ab inh	106	95	100	.	100	81
HTR5A inv ag	-3	10	-7	1	24	13
HTR5A ag	1	-4	-1	-1	0	0
Arrestin-AP2 inh	-7	2	21	46	5	24
MOR-DOR inv ag	-5	6	8	4	2	16

[13] CN(CC1CCCO1)S(=O)(=O)c1ccc(C(=O)Nc2nnc(-c3ccccc3)o2)cc1 (stereo unspecified)
[14] COc1ccc(S(=O)(=O)N2CCC(C(=O)N[C@H](C(=O)NC3CCCC3)C(C)C)CC2)cc1
[15] CS(=O)(=O)Nc1nc2n(n1)C(c1ccccc1)CC(c1ccccc1)N2 (stereo unspecified)
[16] COc1cc(C(C)=O)ccc1OCC(=O)OCCCOC(=O)COc1ccc(C(C)=O)cc1OC
[17] N#CCCN(C(=O)CSc1ccc2c(c1)OCCO2)c1ccc(F)cc1
[18] Cc1ccc(C)c(NC(=O)c2c(Cl)nc3ccccn23)c1

compound no.	13	14	15	16	17	18
V-ATPase pHluor	3	1	-2	-3	1	0
PKA-R1A activ	6	2	-1	0	-2	-19
DAGLB inhibitor	1	0	1	1	-1	-4
PKA-R2B activ	-1	12	-4	2	-5	-7
OPRM1-OPRD1 ag	-1.1	-2.4	-1.2	-2.7	-0.9	-4.2
DSG3 Ab inh	.	.	103	.	109	82
HTR5A inv ag	-22	35	10	-11	18	3
HTR5A ag	6	1	-4	-1	4	3
Arrestin-AP2 inh	24	-5	9	7	16	-1
MOR-DOR inv ag	6	13	6	14	5	21

Look-ups from the entries so far.
PKA-R2B activ, entry 15 reads -4
MOR-DOR inv ag, entry 16 reads 14
HTR5A inv ag, entry 18 reads 3

(listing goes on)
[19] CCNC(=O)CCSc1nc2cc(Cl)ccc2o1
[20] CCOc1cccc2sc(N(CCN(C)C)C(=O)c3ccc4c(c3)OCCO4)nc12
[21] O=C(NCCNS(=O)(=O)c1ccccc1)N1CCOCC1
[22] Cc1oc(-c2cccc(Cl)c2)nc1CN1CCC(C(=O)N2CCN(c3ccccc3F)CC2)CC1
[23] Cc1ccc(N2C(=O)CSC2c2cccnc2)c(Cl)c1 (stereo unspecified)
[24] Cc1c(NC(=S)NC(=O)c2cc3ccccc3o2)c(=O)n(-c2ccccc2)n1C

compound no.	19	20	21	22	23	24
V-ATPase pHluor	-2	-2	-8	3	4	1
PKA-R1A activ	-12	-6	0	-10	6	8
DAGLB inhibitor	-1	2	-2	4	-2	1
PKA-R2B activ	11	2	4	-4	-7	1
OPRM1-OPRD1 ag	-2.0	-0.8	0.1	3.2	-2.2	-2.2
DSG3 Ab inh	101	.	118	112	.	.
HTR5A inv ag	6	19	-16	-11	4	10
HTR5A ag	0	-4	9	4	-2	0
Arrestin-AP2 inh	1	27	14	10	11	5
MOR-DOR inv ag	12	4	0	-19	11	11

The closing 2 entries of the section above lead into the next.
[23] Cc1ccc(N2C(=O)CSC2c2cccnc2)c(Cl)c1 (stereo unspecified)
[24] Cc1c(NC(=S)NC(=O)c2cc3ccccc3o2)c(=O)n(-c2ccccc2)n1C
[25] CCc1ccc(NC(=O)CCC(=O)c2ccccc2)cc1
[26] O=C(c1ccc(Cl)cc1)C1CCN(C(=O)c2ccccc2F)CC1
[27] Cc1nc2scc(C)n2c(=O)c1S(=O)(=O)NCc1ccccc1
[28] CCCC1CCC(=NNS(=O)(=O)c2ccc(C)c([N+](=O)[O-])c2)CC1 (stereo unspecified)
[29] COc1c(C)cc(C(=O)C2CCCN(C(=O)c3ccc4[nH]ccc4c3)C2)cc1C (stereo unspecified)
[30] COc1ccccc1C(=O)N/C(=C\c1cn(S(=O)(=O)N(C)C)c2ccccc12)C(=O)N1CCCCC1

compound no.	23	24	25	26	27	28	29	30
V-ATPase pHluor	4	1	3	0	0	-1	2	5
PKA-R1A activ	6	8	11	0	-11	3	13	3
DAGLB inhibitor	-2	1	-5	2	1	-5	-1	0
PKA-R2B activ	-7	1	-3	-5	-6	-10	11	-8
OPRM1-OPRD1 ag	-2.2	-2.2	2.4	1.0	-0.2	1.2	0.8	-4.2
DSG3 Ab inh	.	.	93	111	98	102	109	106
HTR5A inv ag	4	10	-7	-5	2	-45	5	-3
HTR5A ag	-2	0	2	5	-1	13*	2	-3
Arrestin-AP2 inh	11	5	-16	6	-4	-6	22	-9
MOR-DOR inv ag	11	11	-11	-5	1	-7	-4	21

Some of the entries above, reformatted.
(25) CCc1ccc(NC(=O)CCC(=O)c2ccccc2)cc1
- V-ATPase pHluor: 3
- PKA-R1A activ: 11
- DAGLB inhibitor: -5
- PKA-R2B activ: -3
- OPRM1-OPRD1 ag: 2.4
- DSG3 Ab inh: 93
- HTR5A inv ag: -7
- HTR5A ag: 2
- Arrestin-AP2 inh: -16
- MOR-DOR inv ag: -11

(4) CC1(c2ccc([N+](=O)[O-])cc2)Nc2ccccc2S1 (stereo unspecified)
- V-ATPase pHluor: 4
- PKA-R1A activ: 3
- DAGLB inhibitor: -2
- PKA-R2B activ: -1
- OPRM1-OPRD1 ag: 3.7
- DSG3 Ab inh: 97
- HTR5A inv ag: -3
- HTR5A ag: 1
- Arrestin-AP2 inh: -5
- MOR-DOR inv ag: -17

(next part)
[31] CCNS(=O)(=O)c1ccc(NC(=S)NCc2ccco2)cc1
[32] CC(C)CC(NC=C1C(=O)OC(C)(C)OC1=O)C(=O)O (stereo unspecified)
[33] O=C(COC(=O)/C=C/c1ccc(Cl)cc1)NCc1cccs1
[34] O=C(c1ccc2n[nH]nc2c1)N1CCN(c2ccc(C(F)(F)F)cn2)CC1
[35] CC(C)(C)c1ccc(OCCC(=O)NCC(c2cccs2)N2CCOCC2)cc1 (stereo unspecified)
[36] CN(C)c1ccc(CNc2nc3ccccc3n2C)cc1

compound no.	31	32	33	34	35	36
V-ATPase pHluor	1	-1	-1	0	2	-2
PKA-R1A activ	-7	-6	0	-3	-7	0
DAGLB inhibitor	0	-3	-3	2	0	2
PKA-R2B activ	2	5	-5	-2	9	-2
OPRM1-OPRD1 ag	-1.9	-1.2	.	0.1	0.6	.
DSG3 Ab inh	104	.	99	.	101	101
HTR5A inv ag	10	7	.	8	-5	.
HTR5A ag	1	2	.	-3	1	.
Arrestin-AP2 inh	5	23	.	-2	-1	.
MOR-DOR inv ag	10	8	.	-1	-4	.

[37] O=C(O)c1ccc(N2C(=O)/C(=C/C=C/c3ccccc3)SC2=S)cc1
[38] C=CCc1c(C)nc2c(C)cccc2c1SC(=N)N
[39] CCCCCN(C(=O)CCC(=O)OCCOc1ccccc1Cl)c1c(N)n(CCCC)c(=O)[nH]c1=O
[40] CCCCc1nc(SCC(=O)N2CCCC2)c2c(=O)n(C)c(=O)n(C)c2n1
[41] Cc1ccc(CNC(=O)Cn2cccc2C(=O)c2ccccc2)cc1
[42] COc1ccc(CN(C)C[C@@H]2OCc3cnnn3CCCC(=O)N([C@@H](C)CO)C[C@H]2C)cc1
[43] CSc1nc2cc(S(=O)(=O)N3CCCCC3)ccc2s1
[44] COc1ccc(C)cc1NC(=O)CN1CCN(CC(=O)Nc2ccccc2F)CC1

compound no.	37	38	39	40	41	42	43	44
V-ATPase pHluor	-1	-1	0	1	-1	0	0	-6
PKA-R1A activ	4	-16	2	-1	-9	-12	-3	-1
DAGLB inhibitor	1	-4	10	-4	-2	3	-6	-2
PKA-R2B activ	-6	-4	-12	-5	3	-10	-8	2
OPRM1-OPRD1 ag	-0.2	-2.0	-0.9	-5.3	-2.4	.	-1.4	-4.0
DSG3 Ab inh	96	103	100	108	.	103	90	.
HTR5A inv ag	2	12	-11	8	6	.	-8	-17
HTR5A ag	-1	3	4	1	4	.	2	2
Arrestin-AP2 inh	3	23	42	4	25	.	-6	3
MOR-DOR inv ag	1	10	6	17	13	.	8	17
